ALOX12 inh: ALOX12 (human) lipoxygenase inhibition | 580,000 tested, 1.1% active | AID 1671190 | Potency, µM (titrated, usually from 108 µM), inactives show at the highest dose activity change, negative = inhibition, hits mostly inhibitors | P18054 | purified 12hLO, xylenol orange hydroperoxide absorbance; active = well fitted inhibition curve with a large enough effect; inconclusive = small, poorly fitted or top-dose-only effect, or another doubt; inactive = no such curve, though single readings can be large or run the other way
Target sequence (P18054 whole entry, looked up): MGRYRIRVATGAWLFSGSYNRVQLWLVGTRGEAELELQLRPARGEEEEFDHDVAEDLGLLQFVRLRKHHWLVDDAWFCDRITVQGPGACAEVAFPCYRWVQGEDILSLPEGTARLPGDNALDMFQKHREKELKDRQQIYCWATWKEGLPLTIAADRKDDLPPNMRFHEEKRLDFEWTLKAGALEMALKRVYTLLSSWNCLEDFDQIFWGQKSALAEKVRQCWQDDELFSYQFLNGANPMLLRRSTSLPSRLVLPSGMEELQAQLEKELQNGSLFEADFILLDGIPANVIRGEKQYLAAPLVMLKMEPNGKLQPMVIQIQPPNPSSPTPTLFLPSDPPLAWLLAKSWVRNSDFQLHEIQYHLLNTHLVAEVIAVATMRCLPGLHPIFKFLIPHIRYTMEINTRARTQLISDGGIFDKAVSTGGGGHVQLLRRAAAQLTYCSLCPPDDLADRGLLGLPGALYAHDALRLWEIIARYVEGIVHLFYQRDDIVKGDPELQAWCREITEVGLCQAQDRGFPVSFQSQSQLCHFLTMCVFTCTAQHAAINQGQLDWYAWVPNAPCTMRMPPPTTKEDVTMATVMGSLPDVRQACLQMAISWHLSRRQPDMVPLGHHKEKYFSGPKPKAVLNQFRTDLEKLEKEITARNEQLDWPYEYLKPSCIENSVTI
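Purified human 12hLO (150 nM final) in 25 mM Hepes, 0.01% Triton X-100, pH 7.0 was preincubated 15 min at room temperature with compound. Then 40 uM arachidonic acid was added, 30 min. Hydroperoxide was read by Fe-XO absorbance ratio 573/405 nm.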
* hit, by the source's call; ? = inconclusive; [ ] = dose if it differs, or a comment. % is scaled to controls: 0 for no effect and ±100 for the full control effect; potency is read from the fitted curve at half-maximal effect. Not all compounds are listed; rates above refer to the full screens.

entry	compound	ALOX12 inh
1	Cc1ccc2c(c1)N1C(=O)OC[C@@H]1CCN(Cc1cccc(Cl)c1)C2	5.1%[176 µM]
2	CC(C)CN1C(=O)C(C)(C)[S+](=O)([O-])[C@H]2CN(c3ccc(Oc4ccccc4)cc3)C[C@@H]21	?
3	O=C(c1cc(-c2ccccc2)n[nH]1)N1CCc2c(nc3cc[nH]n3c2=O)C1	18.1%
4	COc1cccc(CNC(=O)c2ccc(CS(=O)c3ccccc3Cl)o2)c1 (stereo not drawn)	12.6%
5	O=C(Cn1nc2c(cc1=O)CCCC2)Nc1cc(C(F)(F)F)ccc1Cl	-24.4%
6	CCCN(CCC)C(=O)[C@H]1CCC[C@H]1NC(=O)c1ccc(OC)nc1	45.8%[activator]
7	Cc1nc(-c2cccnc2)sc1CCNS(=O)(=O)c1cccs1	-2.9%
8	CN(C)C(=O)c1ccc(-c2nc(NCc3ccccc3)c3ccccc3n2)cc1	?
9	CC(C)(CNC(=O)c1cc(-c2ccc(Cl)cc2)on1)N1CCOCC1	8.0%
10	COc1ccc(OC)c(C(C)NC(=O)Cc2cccs2)c1 (stereo not drawn)	6.4%
11	COc1cccc(CN2CCC(Oc3ccc(-c4noc(C5CC5)n4)cc3)C2)c1 (stereo not drawn)	5.6%
12	Cc1noc([C@@H]2CN(C(=O)COc3ccc(Cl)cc3)C[C@H]2CO)n1	5.6%
13	CN(C)CCCNC(=O)c1ccc2c(c1)N(S(C)(=O)=O)CC2	55.0%[activator]
14	C#CCN1CCC(CN(CC)CC)CC1	18.5%
15	CCOC(=O)N1CCc2c(sc3c2C(=O)NC(c2ccc(OC)cc2)N3)C1 (stereo not drawn)	?
16	CN1C(=O)c2cccn2CC1C(=O)Nc1cccc(Cl)c1 (stereo not drawn)	-4.9%
17	O=C(Cc1ccccc1)N1CC(Oc2ccc(-c3nc(-c4ccccc4)no3)cc2)C1	16.1%
18	FC(F)(F)c1cccc(Nc2nc(CN3CCOCC3)nc3sc4c(c23)CCCC4)c1	36.0%
19	Oc1ccc(-n2nnnc2SCc2ncc(-c3ccc(Cl)cc3)o2)cc1	31.6µM*
20	CCOC(=O)C1=CN(c2ccc(OCC)cc2)C=C(C(=O)OCC)C1c1ccc2c(c1)OCO2	6.1%

The final three entries of the section before open the next one:
entry	compound	ALOX12 inh
18	FC(F)(F)c1cccc(Nc2nc(CN3CCOCC3)nc3sc4c(c23)CCCC4)c1	36.0%
19	Oc1ccc(-n2nnnc2SCc2ncc(-c3ccc(Cl)cc3)o2)cc1	31.6µM*
20	CCOC(=O)C1=CN(c2ccc(OCC)cc2)C=C(C(=O)OCC)C1c1ccc2c(c1)OCO2	6.1%
21	O=c1[nH]c(C2CCCN(Cc3ccccn3)C2)nn1-c1ccc(Cl)cc1 (stereo not drawn)	33.9%
22	COC(=O)Cn1c(=O)c2c(nc(-n3nc(C)cc3C)n2CCc2ccccc2)n(C)c1=O	-6.4%
23	CC(C)C(NS(C)(=O)=O)c1nnc2n1CCN(Cc1ccc(C#CC(C)(C)O)cc1)CC2 (stereo not drawn)	7.0%
24	CCOc1ccc2c(n1)CCN(C(=O)c1ccsc1)C2	36.3%
25	C[N+](C)(C)CCCCOC(=O)C12CC3CC(CC(C3)C1)C2	?
26	CCN1CC(CN(C)S(=O)(=O)N(CC)CC)Oc2ccccc21 (stereo not drawn)	?
27	Cc1ccc(NC(=O)Cn2c(-c3ccccc3)nc(C)cc2=O)c(C)c1	-2.1%
28	COc1ccc(C(C)NC(=O)Cc2ccsc2)cc1F (stereo not drawn)	?
29	OCCCNC(=S)Nc1ccc(Cl)cc1	50.1µM*
30	CC(=O)c1c(C)[nH]c(C(=O)C(C)Sc2ccccc2Cl)c1C (stereo not drawn)	?
31	Cc1ccc(N(C(C)C(=O)NCc2ccccn2)S(C)(=O)=O)cc1C (stereo not drawn)	25.2%
32	CCc1nn2c(=O)cc(CN(CC)Cc3ccc(OC)cc3)nc2s1	-2.8%
33	O=C(O)c1ccc(Sc2ccccc2C(=O)O)c([N+](=O)[O-])c1	?
34	O=C(OC1CCCCC1)c1cccc(CS(=O)(=O)c2ccccc2)c1	?
35	C=CCN1CC2(CCC1=O)CCN(C(=O)[C@@H](O)c1ccccc1)CC2	28.8%
36	CCC1(N2CCN(S(=O)(=O)c3ccc(C(F)(F)F)cc3)CC2)CCN(C(=O)NC)C1 (stereo not drawn)	?
37	O=c1[nH]c2cc3c(cc2c(=O)n1CCc1nc(-c2ccccc2)no1)OCO3	-24.2%
38	Cc1ccc(C(=O)Nc2ccccc2C(C)(C)C)cc1F	-6.2%
39	CCC(CC)NCc1cccc(Oc2ccccc2)c1	-51.3%
40	O=C(c1cc(C2CC2)no1)N1C[C@@H](CN2CCCCC2)[C@@H](CO)C1	11.1%

(list continues)
entry	compound	ALOX12 inh
41	COC(=O)[C@@H]1Cc2c([nH]c3ccccc23)[C@@H]2C[C@@H](NC(C)C)C[C@@H](c3ccc(F)cc3)N12	20.9%
42	CC(C)CCNC(=O)c1c(-n2cnnn2)sc2c1CCCC2	1.6%
43	O=C1COCc2ccc(-c3cc4ccccc4o3)cc2N1CC1CC1	1.0%
44	Cc1cc(F)ccc1NC(=O)CCc1c[nH]c2ccccc12	0.3%
45	COc1ccc(-c2nc3cc(C)ccc3cc2CN2CCN(C)C(=O)C2)cc1OC	45.4%[activator]
46	Cc1ccc(-c2cccc(CN)c2)cc1Cl	8.6%[12.5 µM]
47	CC(O)(COc1ccccc1)c1ccc2c(c1)CN(Cc1ccc3nsnc3c1)CCO2 (stereo not drawn)	12.8%
48	COCCN1CCC2(CCC1=O)CCN(C(=O)Nc1ccc(Br)cc1)CC2	1.5%
49	COc1ccc2cc(-c3nc(-c4ccccc4C)no3)c(=O)oc2c1	12.4%
50	C/C(=N/NC(=S)NCc1ccccc1)c1cccc(C(F)(F)F)c1	12.6µM*
51	CC(OC(=O)c1ccc(C(N)=O)cc1)C(=O)NC12CC3CC(CC(C3)C1)C2 (stereo not drawn)	-12.3%
52	O=C(NCCc1ccco1)C1CC(=O)N(c2n[nH]c3ccccc23)C1 (stereo not drawn)	38.0%[activator]
53	COc1ccc(CNC2CCCC2)c2ccccc12	?
54	CCCN(CCC)C(=O)[C@@]12CCCC[C@H]1N(CCC(C)C)C(=O)CC2	72.3%[activator]
55	O=C(O)CCCNS(=O)(=O)c1cccc(Cl)c1	0.6%
56	COc1ccccc1CN1CCc2nc(C(C)C)nc(-c3ccc(O)cc3)c2C1	-7.6%
57	O=C(N[C@@H]1CN(Cc2ccc(Br)o2)C[C@H]1CO)C1CC1	9.9%
58	COC[C@@H]1CN(C(=O)c2ccccn2)C[C@H]1c1ccccn1	42.3%
59	O=C(C[C@H]1NC(=O)c2ccccc2NC1=O)NCCc1ccc(O)cc1	26.0%
60	O=C(O)C(c1c[nH]c2ccc(Cl)cc12)N1CCN(Cc2ccccc2)CC1 (stereo not drawn)	-23.8%

As a working copy, part of the list above.
entry	compound	ALOX12 inh
44	Cc1cc(F)ccc1NC(=O)CCc1c[nH]c2ccccc12	0.3%
45	COc1ccc(-c2nc3cc(C)ccc3cc2CN2CCN(C)C(=O)C2)cc1OC	45.4%[activator]
46	Cc1ccc(-c2cccc(CN)c2)cc1Cl	8.6%[12.5 µM]

Going on with the list.
entry	compound	ALOX12 inh
61	CC(=O)CCN1CCSCCS1(=O)=O	89.8%
62	COc1ccc(O)c(CN2CCOc3c(cc(-c4cccc(OC)n4)cc3OC)C2)c1	15.3%
63	CCn1cnnc1CC1CCN(C(=O)C2CC2)CC1	8.7%
64	O=C(NCC1CCN(C(=O)C(=O)c2cc3ccccc3o2)CC1)c1cc(C(F)(F)F)cc(C(F)(F)F)c1	-4.3%
65	CCNc1c(NC(=O)c2c(OC)cccc2OC)c(=O)oc2ccccc12	8.4%
66	Cc1ccc2c(C(=O)N3CCN(c4ccccc4F)CC3)cc(NC(=O)C(C)C)cc2n1	33.7%
67	COC(=O)c1ccc(CNCc2ccco2)o1	?
68	N#Cc1cccc(CNS(=O)(=O)Cc2ccccc2)c1	13.9%
69	O=C(Oc1ccccc1)c1cnc2ccccc2n1	-26.9%
70	COc1ccc(Cc2nnc(/C=C/c3ccc(C)cc3)o2)cc1	6.9%
71	CCN(Cc1ccncc1)C(=O)c1cc(=O)c2ccccc2o1	9.3%
72	Cc1cc(C)cc(C(=O)N2CCN(c3cc(-c4ccccc4)[nH]n3)CC2)c1	22.5%
73	Cc1cccc(CN2CCN(Cc3nc(-c4cccs4)oc3C)CC2CCO)n1 (stereo not drawn)	30.1%[activator]
74	CC(C)CN(Cc1cccnc1)C1CN(C(=O)NCc2ccc(F)cc2)C1	0.6%
75	Cc1noc(C2CC3(CCN(C(=O)c4cc5ccccc5[nH]4)CC3)CN2C)n1 (stereo not drawn)	44.5%
76	O=C(/C=C/c1ccc(Cl)cc1)c1ccc2ccccc2c1O	-5.3%
77	CCC(O)c1cc2n(n1)CCCN(CCn1c(=O)oc3ccccc31)C2 (stereo not drawn)	22.9%
78	CCOc1ccccc1CN1C(=O)CN(S(C)(=O)=O)CC1(C)C(=O)NCc1ccc(F)cc1 (stereo not drawn)	38.3%[activator]
79	Cc1ccc(-n2c(=O)c3cccnc3n2CC(=O)Nc2cccc(Cl)c2)cc1C	-5.1%
80	CC(C)n1cnnc1-c1nn(C)c2c1CN(C(=O)c1nn(C)c3ccccc13)CC2	3.2%

(cont.)
entry	compound	ALOX12 inh
81	N#Cc1ccc(C(=O)Nc2cccc(-c3nnc4n3CCCC4)c2)cc1	11.4%
82	COc1ccc(C(=O)N2CCC3(CC2)CNC(=O)c2ccccc2O3)cc1	14.5%
83	COc1ccc(CNc2ncnc3c2CN(C2CCCNC2)C(=O)CN3C)cc1 (stereo not drawn)	-22.1%[6.33 µM]
84	COc1ccccc1N1CCN(S(=O)(=O)c2cc(C)c(C)cc2OC)CC1	19.8%
85	Cn1cc(-c2ccc(O)c(F)c2)c2nc(COc3ccc(Cl)cc3)cn2c1=O	?
86	CN(C)[C@@H]1CN(C(=O)c2ccc(F)cc2F)C[C@H]1CO	13.5%
87	CC/C=C/C(=O)OCc1ccc(C(N)=O)cc1	7.0%
88	CCOCc1nc(C2CCCN(C(=O)c3cccc(F)c3)C2)no1 (stereo not drawn)	7.4%
89	Cc1ccc2c(CC(=O)OCC(=O)c3ccc4c(c3)OCO4)coc2c1	40.8%
90	CNC(=O)c1cccc(NC(=O)c2cccc3cccnc23)c1	4.6%
91	Cc1c(-c2ccccc2)nc2ccccc2c1C(=O)OCC(=O)NC(C)C	20.4%
92	CCOC(=O)c1nc(N2CCOCC2)c2ccccc2n1	-37.1%
93	O=C(NCCc1noc(C2CC2)n1)c1ccc(OC(F)(F)F)cc1	-5.3%
94	CN(Cc1ccccc1)C(=O)Cc1cccn1-c1ccc(F)cc1	19.1%
95	O=C(Nc1nn(-c2cccc(F)c2)c2cccc(N3CCOC3=O)c12)C1CCC1	?
96	CC(Oc1cccc(Cl)c1)C(=O)NC(C)c1ccccc1 (stereo not drawn)	34.3%
97	Cn1nc(CC(=O)Nc2cccc(OC(=O)c3ccc(C(C)(C)C)cc3)c2)c2ccccc2c1=O	-5.9%
98	CCc1ccc(NC(=O)Cn2c(-c3cccc(Cl)c3)nc(C)c(CCO)c2=O)cc1	?
99	CC1CCN(S(=O)(=O)c2ccc3c(c2)C(C)(C)C(=O)N3CC(=O)NCc2ccco2)CC1	-15.4%
100	CNC(=O)[C@@H](c1ccc(Cl)cc1)N1CCC[C@H]1C(=O)NC(C)(C)C	?

(more compounds)
entry	compound	ALOX12 inh
101	COc1cc(OC)c2c(C)c(CC(=O)NCCN3CCOCC3)c(=O)oc2c1	9.7%
102	CCOC(=O)CCCNC(=O)N[C@H]1CC[C@@]23CCCN2C(=O)CCC[C@H]3C1Cc1ccccc1 (stereo partly drawn)	-1.6%
103	O=C(CCN1CCCCC1)Nc1c(-c2ccccc2)c2cc(Br)ccc2[nH]c1=O	-25.0%
104	Cc1c(C)c2ccc(OC(C)C(=O)NCc3cccnc3)cc2oc1=O (stereo not drawn)	14.1%
105	O=C(OCC12CC3CC(CC(C3)C1)C2)c1cc([N+](=O)[O-])cc([N+](=O)[O-])c1	9.0%
106	COc1ccc(OCC(=O)Nc2nc(-c3ccc(Br)o3)ns2)cc1	?
107	OCCCCCCCCCCC[n+]1ccccc1	18.3%
108	CCCN(CCC)C(=O)C1COC2(CCC(C)CC2)N1C(=O)c1ccc(F)cc1 (stereo not drawn)	-0.3%
109	CCC(CC)C(CNC(=O)c1ccccc1Br)N1CCOCC1 (stereo not drawn)	0.3%
110	CCn1ccc(C(=O)N2CCC(N3C[C@H](O)C[C@H]3C(=O)NC3CCCCC3)CC2)n1	40.7%[activator]
111	CCCCC(=O)Nc1ccc2oc(-c3cccc(F)c3)nc2c1	-7.4%
112	COc1ccc(C(=O)N2CCC(N3CCOCC3=O)CC2)cc1	2.8%[6.33 µM]
113	CCCNc1cc(N2CCC(CCC(=O)NCC3CC3)CC2)ncn1	29.9%
114	OCC#CC[N+]1(CC#Cc2ccc(C#CC[N+]3(CC#CCO)CCCCC3)cc2)CCCCC1	?
115	CC(C)C(=O)N1CCC2(CC1)CC(N1CCCC1)CCO2 (stereo not drawn)	159.8%[activator]
116	O=S(=O)(NC1CCSc2c(F)cccc21)c1cccc(Cl)c1 (stereo not drawn)	27.4%
117	O=C(NCC(c1ccccc1)c1c[nH]c2ccccc12)c1cccs1 (stereo not drawn)	-34.6%
118	CCOc1cc(/C=C/C(=O)c2ccc(OC)c(Br)c2)ccc1OC	?
119	O=C(CN1C(=O)NC2(CCS(=O)(=O)CC2)C1=O)Nc1ccccc1	30.5%
120	CSCC(=O)N[C@H]1CN(CCCn2nc(C)cc2C)C[C@@H]1C1CC1	-1.9%
121	COCC(=O)N1CCCN(Cc2c(F)ccc(C)c2F)CC1	53.6%[activator]
122	O=C(NCCn1ccn2nc(-c3ccc(F)cc3)cc2c1=O)c1c(F)cccc1Cl	-1.9%
